SMN2 splice up = qHTS Assay for Enhancers of SMN2 Splice Variant Expression | HEK293 SMN2-luciferase splicing reporter, luminescence, 30-36 h | Potency, µM (highest dose often 46.1 µM), inactives show top-dose activity change, positive = activation, usual class: activators | actives 2.8% (n = 210,000); further: % of control where 0% means no effect; nearly all actives have a fitted effect of over 55% in size
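HEK293 cells carry an SMN2 minigene-luciferase reporter in which exon 7 inclusion puts luciferase in frame. Cells were seeded at 2000 cells/well, attached for 10-12 hours, then exposed to compounds for 30-36 hours at 37C before ONE-Glo luminescence.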
Tau ThT inhib = qHTS for Inhibitors of Tau Fibril Formation, Thioflavin T Binding; Microtubule-associated protein tau (Homo sapiens), P10636; recombinant tau K18 P301L (four-repeat tau fragment), heparin-induced fibrillization, ThT fluorescence; Potency, µM (top dose mostly 57.4 µM), inactives show at the top dose activity, negative = inhibition, actives largely listed as inhibitors; actives 2.1% (n = 270,000); AID 1460, 2008; further: on the % scale 0 is the no-effect control and ±100 the full control effect; nearly all actives have a fitted effect of over 55% in size
Target sequence (P10636 561-689 P618L limits assumed): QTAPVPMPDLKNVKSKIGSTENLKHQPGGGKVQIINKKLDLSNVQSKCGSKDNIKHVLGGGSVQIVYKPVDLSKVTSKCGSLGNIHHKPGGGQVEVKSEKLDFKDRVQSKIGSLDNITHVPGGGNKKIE
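Heparin-induced (20 uM) aggregation of recombinant human K18 P301L tau, 15 uM unlabeled with 0.24 uM labeled, pH 7 acetate buffer, 6 hr at 37 C with compound. Fibrils quantified by 30 uM ThT fluorescence after 1 hr ambient incubation.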
RECQ1 inh = qHTS Assay for Inhibitors of RecQ-Like Dna Helicase 1 (RECQ1); ATP-dependent DNA helicase Q1 (Homo sapiens), P46063; RECQ1 DNA unwinding, red fluorescence kinetic read; AID 2549, 2010; Potency, µM (titrated, usually from 57.3 µM), for the others: at the highest dose activity, negative = inhibition, hits mostly inhibitors; actives 0.54% (n = 240,000);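 further: plate controls were vehicle for no effect and no enzyme for full effect; nearly all actives have a fitted effect of over 30% in size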
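RECQ1T1 50 nM; forked duplex (20 bp + 30-nt ss tails) 200 nM, ATP 2 mM final; pH 8.0, 2 mM MgCl2, 2.5 ug/ml poly(dI-dC); 15 min compound preincubation; discontinuous kinetic read over 2 h at RT.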
ALDH1A1 inh = qHTS Assay for Inhibitors of Aldehyde Dehydrogenase 1 (ALDH1A1). Potency, µM (series often up to 75.3 µM), for the others: at the top dose activity, negative = inhibition, usual class: inhibitors. actives 7.3% (n = 220,000). Purified ALDH1A1, NADH fluorescence, propionaldehyde substrate. AID 1030, 2008; active means well fitted inhibition curve with a large enough effect, not every such curve was filed as active; inconclusive means small, poorly fitted or top-dose-only effect, or another doubt; inactive means no such curve, though single readings can be large or run the other way;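 further: plate controls were no enzyme wells and a reference inhibitor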
Target sequence (P00352 whole entry, looked up): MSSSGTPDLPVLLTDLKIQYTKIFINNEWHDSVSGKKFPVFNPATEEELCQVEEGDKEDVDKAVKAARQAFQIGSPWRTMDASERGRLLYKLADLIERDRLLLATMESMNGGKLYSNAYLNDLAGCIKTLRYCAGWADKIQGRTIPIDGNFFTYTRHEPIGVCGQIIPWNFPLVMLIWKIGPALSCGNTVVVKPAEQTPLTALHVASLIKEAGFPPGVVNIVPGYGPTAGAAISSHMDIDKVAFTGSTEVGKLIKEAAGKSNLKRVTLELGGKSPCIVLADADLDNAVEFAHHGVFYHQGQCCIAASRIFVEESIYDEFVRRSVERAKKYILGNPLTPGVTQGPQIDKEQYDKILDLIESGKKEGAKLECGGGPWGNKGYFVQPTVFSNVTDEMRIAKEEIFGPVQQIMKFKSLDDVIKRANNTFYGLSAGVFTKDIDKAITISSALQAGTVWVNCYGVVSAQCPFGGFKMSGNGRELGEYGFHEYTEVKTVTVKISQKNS
Lamin A splicing = qHTS Assay for Modulators of Lamin A Splicing; HeLa LMNA splicing GFP/RFP minigene ratio, 48 h; actives 0.01% (n = 200,000); Potency, µM (highest dose often 46.1 µM), without a hit: top-dose ratio change, negative = inhibition, usual class: inhibitors; active means well fitted inhibition curve with a large enough effect in the signal ratio, with a control signal flat, not every such curve was filed as active; inconclusive means small, poorly fitted or top-dose-only effect, or effect the other way, or a change in a side signal; the % refers to the signal ratio; further: on the % scale 0 is the no-effect control and ±100 the full control effect
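S3 HeLa stable clones carrying a lamin A-EGFP splicing minigene plus DsRed2 were seeded at 600 cells/well in Opti-MEM with 2% FBS, pin-dosed and incubated 48 h at 37°C. Acumen cytometry (488 nm) gave the GFP/RFP total-intensity ratio.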
KinaseGlo FLuc = Counterscreen for Luciferase (Kinase-Glo TM) Inhibition; Potency, µM (highest dose often 38.3 µM), for the others: top-dose activity change, negative = inhibition, usual class: inhibitors; Luciferin 4-monooxygenase (Photuris pensylvanica), Q27757; Kinase-Glo luciferase, ATP luminescence, 8 min; actives 0.28% (n = 200,000); further: on the % scale 0 is the no-effect control and ±100 the full control effect; nearly all actives have a fitted effect of over 60% in size
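Substrate mix (final 50 mM imidazole pH 7.2, 50 mM KCl, 7 mM MgCl2, 10 uM ATP, 0.01% Tween 20, 0.05% BSA) plus pin-tool compound, then Kinase-Glo detection mix; 8 min ambient, luminescence read.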
L3MBTL1 block = qHTS Assay for the Inhibitors of L3MBTL1; Lethal(3)malignant brain tumor-like protein 1 (Homo sapiens), Q9Y468; AID 485360, 2010; Potency, µM (top dose mostly 57.1 µM), for the others: at the highest dose activity, negative = inhibition, actives largely listed as inhibitors; AlphaScreen L3MBTL1–H3K9me1 peptide binding; actives 0.66% (n = 230,000); further: on the % scale 0 is the no-effect control and ±100 the full control effect; nearly all actives have a fitted effect of over 60% in size
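Read-out is AlphaScreen signal from streptavidin donor and nickel chelate acceptor beads (10 ug/mL final each) bridging L3MBTL1 (50 nM) and biotinylated K9-monomethylated H3(1-15) peptide (75 nM), after 30 min compound exposure at room temperature.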
JMJD2E inh = qHTS Assay for Inhibitors of Human Jumonji Domain Containing 2E (JMJD2E); Lysine-specific demethylase 4E (Homo sapiens), B2RXH2; JMJD2E catalytic domain, FDH-coupled NADH fluorescence (FDH is formaldehyde dehydrogenase); Potency, µM (titrated, usually from 57.1 µM), for the others: at the highest dose activity change, negative = inhibition, actives largely listed as inhibitors; actives 1.6% (n = 230,000); AID 2147, 2009; active means well fitted inhibition curve with a large enough effect, not every such curve was filed as active; inconclusive means small, poorly fitted or top-dose-only effect, or another doubt; inactive means no such curve, though single readings can be large or run the other way;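 further: 0% = wells with enzyme and -100% = buffer wells without enzyme; nearly all actives have a fitted effect of over 50% in size; many of its hits are not listed in these tables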
Target sequence (B2RXH2 1-337 limits assumed): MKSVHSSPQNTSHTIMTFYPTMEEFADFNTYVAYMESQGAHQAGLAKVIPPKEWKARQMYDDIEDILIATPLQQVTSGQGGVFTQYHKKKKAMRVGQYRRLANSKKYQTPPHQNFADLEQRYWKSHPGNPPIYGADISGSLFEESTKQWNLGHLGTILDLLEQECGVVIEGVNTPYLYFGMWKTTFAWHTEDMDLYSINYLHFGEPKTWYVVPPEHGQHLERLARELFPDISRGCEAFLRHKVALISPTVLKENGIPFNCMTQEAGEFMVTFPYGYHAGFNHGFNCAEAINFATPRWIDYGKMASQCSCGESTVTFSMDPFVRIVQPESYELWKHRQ
Starred values were filed as active, the others as inactive; i = inactive; ? = inconclusive; nt = not tested or not shown; [ ] = dose if it differs, or a comment. Unless noted, the call rests on the fitted dose curve; in most records, active means well fitted curve in the direction sought with a large enough effect; inconclusive means small, poorly fitted or top-dose-only effect, or another doubt; inactive means no such curve, though single readings can be large; an effect the other way counts as inactive or inconclusive. Potency means the concentration at half of the fitted maximal effect.

SMILES	SMN2 splice up	Tau ThT inhib	RECQ1 inh	ALDH1A1 inh	Lamin A splicing	KinaseGlo FLuc	L3MBTL1 block	JMJD2E inh
C=CCN=C1NN=C(c2cc(C)n(CCOC)c2C)CS1	-73%[inhibitor]	?	6%	?	0%	-28%	-1%	?
O=C(NCc1cccc(Cl)c1)c1cc(COc2ccc3ncccc3c2)on1	nt	-14%	-8%	?	?	1%	-2%	?
CC(OCC(O)CN(C)CCOc1ccccc1)c1ccc(Cl)cc1 (stereo not given)	-2%	-5%	-10%	-4%	?	0%	2%	?
O=C(O)CCCN=CC1=C(O)C(C(=O)c2ccccc2)CCC1=O (stereo not given)	-7%	-6%	2%	?	-5%	1%	-1%	0%
CC1(O)N(CCC(=O)Nc2cccc(F)c2)C(=O)OC12CCCCC2 (stereo not given)	nt	3%	-2%	-6%	nt	nt	nt	?
CCOc1ccccc1N1CCN(C2=C(NS(=O)(=O)c3cccs3)C(=O)c3ccccc3C2=O)CC1	13%	8.9µM*	-3%	10µM*	-7%	-27%	nt	-16%
CCOC(=O)C1CCN(C(=O)c2ccc(Oc3cc(Cl)cc(Cl)c3)o2)CC1	nt	-12%	-9%	nt	nt	nt	-27%	10%
CCOc1ccc(NC(=O)CNC(=O)c2ccc(OC)cc2)cc1	8%	-7%	20%	9%	nt	0%	2%	-6%
N#Cc1cn(CCOc2ccc(F)cc2)c2ccccc12	6%	-5%	i	-5%	-2%	2%	51%[activator]	-7%
O=C(COC(=O)Cc1ccsc1)Nc1ccc(S(=O)(=O)N2CCOCC2)cc1	nt	0%	-2%	-9%	-10%	nt	-5%	6%
CCCc1cc(=O)n(-c2nc3ccccc3s2)[nH]1	nt	-19%	-8%	nt	nt	nt	14%	?
CC(=O)/C=C(\C)Nc1ccc(-c2cnc(-c3ccccc3)o2)cc1	4µM*	?	21%	?	-10%	-27%	-13%	?
CSc1ccc(C(=S)N2CCN(C(c3ccccc3)c3ccccc3)CC2)cc1	-16%	-3%	-5%	2.4µM*	6%	-6%	nt	-1%
Cc1nc(Nc2ccc(S(N)(=O)=O)cc2)sc1C(=O)Nc1ccccc1	-6%	?	-6%	-2%	nt	2%	-7%	?
CCOC(=O)CCS(=O)(=O)c1nc(-c2ccccc2)cc(C(F)(F)F)n1	?	-1%	-1%	-19%	?	0%	5%[11.4 µM]	-25%
CCOC(=O)C1=C(c2ccccc2)N=C2SCC(=O)N2C1c1cccc(OC)c1 (stereo not given)	24%	1%	-14%	?	2%	-2%	nt	-9%
CC(=O)c1nnn(-c2ccc([N+](=O)[O-])cc2)c1C	-11%	-8%	-1%	4%	nt	1%	nt	-3%
Cc1ccc(N2C(=O)[C@@H]3C(c4cccnc4)=NO[C@@H]3C2=O)cc1	nt	-15%	0%	nt	nt	nt	33%[activator]	?
COc1cc(NC(=O)c2cccs2)c(C(=O)OCC(=O)NCc2ccccc2)cc1OC	-6%	-18%	-5%	2%	15%	-5%	nt	-26%
COc1cccc(/C=N/NC(=O)CNC(=O)CCc2ccccc2)c1O	nt	-10%	-12%	nt	nt	nt	15%	4µM*
O=C(NNc1ccc(C(F)(F)F)cc1[N+](=O)[O-])c1ccc(NS(=O)(=O)c2ccc(F)cc2)cc1	-3%[1.84 µM]	14µM*	-7%	?	?	?	?	-1%
CCCCn1nc2cc(C(=O)NCc3ccccc3)ccc2c1OCC	4%	6%	-15%	?	-2%	-1%	3%	?
O=C(OCC(=O)N(C1CCCCC1)C1CCCCC1)c1ccco1	-3%	-16%	-20%	-2%	-1%	-2%	nt	-4%
COc1cc(N2CCCC2)c(OC)cc1C=O	nt	?	-13%	?	nt	-3%	-6%	1%
Cc1ccc(-c2csc3nnc(SCC(=O)NCc4ccc5c(c4)OCO5)n23)cc1	-21%	-6%	-3%	1%	-10%	2%	-19%	1%
The list continues.
SMILES	SMN2 splice up	Tau ThT inhib	RECQ1 inh	ALDH1A1 inh	Lamin A splicing	KinaseGlo FLuc	L3MBTL1 block	JMJD2E inh
CCOC(=O)c1cc(-c2ccccc2)sc1NC(=O)C(C)OC(=O)c1ccncc1 (stereo not given)	?	-1%	i	?	10%	-2%	23%	-2%
CCOC(=O)c1nnn2c1nc(N1CCCCC1)c1ccccc12	nt	-14%	i	nt	nt	nt	18%	3%
CC(C)CCn1nnnc1C(c1ccccc1F)N1CCC(C(N)=O)CC1 (stereo not given)	15%	-3%	i	-1%	-7%	-3%	nt	0%
NS(=O)(=O)c1cc(C(=O)NCCOc2ccccc2)c(Cl)cc1Cl	5%	2%	2%	1%	?	1%	-3%	0%
Cc1cc(C)nc(NC(=O)c2ccc3c(c2)OCO3)c1	7%	-21%	-4%	3%	5%[46 µM]	?	nt	-8%
O=C1COc2ccc(C(=O)NCc3ccc4c(c3)OCO4)cc2N1	-16%	-12%	1%	-3%	-10%	-1%	-2%	3%
COc1cc2c(cc1OC)C1=NC(=O)CN1C(SCc1ccc(C)cc1)=N2	-21%	-4%	-17%	?	-2%	0%	0%	?
CCN1CC(CN(C)Cc2nc(-c3cccs3)no2)CC1=O (stereo not given)	nt	-7%	-11%	4%	-4%[46 µM]	4%	11%	-6%
O=C1CCCN1c1ccc(S(=O)(=O)Oc2cccc(Cl)c2)cc1[N+](=O)[O-]	-35%[inhibitor]	-8%	4%	-11%	0%	2%	-7%	-1%
CN(C)C(/C=C/Nc1ccc(Br)cc1)=C(C#N)C#N	nt	2%	i	12%	nt	nt	1%	-2%
COc1ccc(NC(=O)c2cc(CC(C)C)on2)cc1OC	21%	6%	i	?	-7%	-3%	5%	?
O=C(c1ccco1)N1CCN(c2cccc(Cl)c2)CC1	11%	?	0%	-4%	17%	-2%	-1%	2%
Cc1nc(-c2ccc3c(c2)OCCO3)cs1	?	-11%	0%	?	nt	-7%	-13%	-14%
Cc1cc(C)c(C)c(S(=O)(=O)N2CCN(C(=S)NCC3CCCO3)CC2)c1C (stereo not given)	1%	2%	-1%	-9%	-15%[46 µM]	5%	-7%	-3%
Cn1cccc1Cc1nnc(SCC(=O)NCc2ccccc2)n1-c1ccc(F)cc1	4%	-15%	-25%	-14%	-6%	1%	nt	-28%
COc1ccc2c(c1)c(/C=N/Nc1nc3ccccc3[nH]1)c(C)n2C	nt	22µM*	?	3%	nt	nt	?	?
Cc1cc(C)c(O)c(-c2n[nH]c3c2C(c2cccc(O)c2)N(Cc2ccco2)C3=O)c1 (stereo not given)	nt	?	-22%	?	nt	nt	?	-22%
C/C(=N\O)C1CC(CC(=O)O)C1(C)C (stereo not given)	nt	-4%	0%	nt	nt	nt	0%	4%
CCOc1ccccc1C1C(C(N)=O)=C(C)Nc2nc(CCCO)nn21 (stereo not given)	6%	1%	-9%	-1%	4%	1%	-4%	?
Cc1ccc(Cn2ccc(NC(=O)c3nn(C)cc3Cl)n2)cc1	15%	-9%	i	2%	-7%	-4%	-3%	5%
O=C(NCC1CCCO1)c1cc(-c2ccncc2)nc2ccc(S(=O)(=O)N3CCOCC3)cc12 (stereo not given)	0%	-3%	-3%	-5%	6%	-4%	0%	-4%
CCCCC(CCC(=O)O)(C(=O)OCC)c1csc(N)n1 (stereo not given)	-6%	-4%	-2%	8%	-2%	1%	6%	1%
CCOC(=O)CN(C(=O)Cn1nnc(-c2ccc(C)cc2)n1)C(CC)C(=O)NC1CCCC1 (stereo not given)	17%	-5%	16%	9%	14%	0%	nt	-2%
Cn1c(NCCCN2CCOCC2)nc2c1c(=O)n(Cc1ccc(Cl)c(Cl)c1)c(=O)n2C	19%	-20%	3%	13%	-11%	-6%	nt	3%
Cc1[nH]c2ccc(-c3nnc(SCC(=O)NCc4ccco4)n3Cc3ccccc3)cc2c1C	-8%	?	-2%	32µM*	-9%	7%	nt	-18%
The listing continues:
SMILES	SMN2 splice up	Tau ThT inhib	RECQ1 inh	ALDH1A1 inh	Lamin A splicing	KinaseGlo FLuc	L3MBTL1 block	JMJD2E inh
O=C(CO/N=C/c1ccc(OC(F)F)cc1)NCc1ccco1	1%	-10%	i	-4%	-4%[46 µM]	0%	-3%	13%
CCc1ccc(N(CC(=O)Nc2ccc(NC(C)=O)cc2)S(=O)(=O)c2ccccc2)cc1	-6%	3%	12%	-2%	-4%	-2%	-12%	-5%
CN(C)c1nc(NCc2ccccc2)nc(Oc2ccc(=O)[nH]n2)n1	37%	-6%	5%	?	1%	-1%	nt	2%
O=S(=O)(c1ccc(N2CCN(CCO)CC2)nc1)N1CCCCC1	-24%	-6%	0%	-3%	-6%	2%	7%	-9%
Cc1sc(N2C(=O)C3C4C=CC(C4)C3C2=O)c(C#N)c1C (stereo not given)	-3%	?	-2%	?	-2%	1%	-8%	8%
O=C(O)CCCn1cc(NC(=O)c2cccc(F)c2)cn1	-50%[inhibitor]	-2%	-5%	1%	10%[46 µM]	5%	nt	-2%
Cc1nc2nc[nH]n2c(=O)c1CCOC(=O)c1c(F)cccc1F	7%	-4%	i	?	nt	-1%	nt	14%
O=C(NCCN1C(=O)S/C(=C\c2cccnc2)C1=O)C1=NN(c2ccccc2)C(=O)CC1	-1%	-14%	i	?	-3%[46 µM]	-1%	3%	-14%
CCOCCCNS(=O)(=O)c1ccc(NC(=O)c2ccc([N+](=O)[O-])cc2Cl)cc1	-34%[inhibitor]	-12%	-3%	-11%	?	0%	4%	-2%

Compound activity from PubChem BioAssay.

An excerpt; the hit share may differ from the screen's.
